UBC13 polyUb: UBC13 polyubiquitin chain formation inhibitors, primary screen, biochemical, TR-FRET, uHTS; Ubiquitin-conjugating enzyme E2 N (Homo sapiens), P61088; inhibition, % at 20 µM; actives 0.47% (n = 330,000); in the data active means inhibition above about 45%, passing the limit was not always enough
Target sequence (P61088 whole entry, looked up): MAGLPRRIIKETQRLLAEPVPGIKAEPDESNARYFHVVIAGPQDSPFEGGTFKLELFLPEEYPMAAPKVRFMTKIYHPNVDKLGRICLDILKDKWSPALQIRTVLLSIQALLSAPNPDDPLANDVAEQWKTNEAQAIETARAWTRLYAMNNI
HKDC1 inhibitor: HKDC1 hexokinase inhibitors, primary screen, biochemical, fluorescence, uHTS; Q2TB90; recombinant HKDC1, G6PDH/diaphorase resazurin coupled fluorescence; inhibition, % at 20 µM; actives 0.16% (n = 340,000); AID 493160, 2011;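 active means inhibition above about 35% when tested at 20 µM, limit read from the data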;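 further: plate controls were DMSO wells with enzyme for no effect and DMSO wells lacking enzyme for full effect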
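test system = in-house recombinant HK5 (HKDC1) enzyme | amount = HKDC1 at 5 µg/mL | control set = DMSO-enzyme wells negative, buffer-substituted wells positive | compound = one dose of 20 µM, 1% DMSO | schedule = reaction time 90 min, room temperature, protected from light | technique = resorufin fluorescence at 613 nm | reagent = glucose with 1 mM ATP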
SENP8 block-1: SENP8 protease inhibitors, primary screen, biochemical, luminescence | Sentrin-specific protease 8 (Homo sapiens), Q96LD8 | purified SENP8, Z-RLRGG-aminoluciferin cleavage | inhibition, % at 10 µM | actives 1.2% (n = 330,000) | AID 2540, 2010; in the data active means inhibition above about 50%
Target sequence (Q96LD8 whole entry, looked up): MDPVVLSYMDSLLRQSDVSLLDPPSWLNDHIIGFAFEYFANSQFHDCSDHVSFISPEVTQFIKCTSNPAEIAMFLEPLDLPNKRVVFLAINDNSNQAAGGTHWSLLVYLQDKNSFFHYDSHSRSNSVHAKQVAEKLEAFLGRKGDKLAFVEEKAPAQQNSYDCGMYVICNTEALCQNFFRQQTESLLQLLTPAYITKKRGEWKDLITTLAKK
SENP7 inh: SENP7 protease inhibitors, primary screen, biochemical, luminescence, uHTS; actives 1.5% (n = 330,000); inhibition, % at 5 µM; recombinant SENP7, Z-RLRGG-aminoluciferin luminescence, 40 min;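 active means inhibition above about 50% at the single test dose, limit read from the data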;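 further: plate controls were DMSO with enzyme for no effect and no enzyme buffer wells for full effect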
Target sequence (Q9BQF6 706-1050 limits assumed): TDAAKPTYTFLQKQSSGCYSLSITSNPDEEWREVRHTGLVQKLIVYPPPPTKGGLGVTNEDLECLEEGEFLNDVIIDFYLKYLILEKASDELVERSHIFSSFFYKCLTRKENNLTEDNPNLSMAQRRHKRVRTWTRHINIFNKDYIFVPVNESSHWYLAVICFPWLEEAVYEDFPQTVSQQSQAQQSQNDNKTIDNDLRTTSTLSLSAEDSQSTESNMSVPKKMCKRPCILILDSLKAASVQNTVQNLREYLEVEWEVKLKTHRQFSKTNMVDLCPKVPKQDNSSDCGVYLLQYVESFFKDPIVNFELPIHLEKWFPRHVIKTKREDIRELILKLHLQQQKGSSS
SENP1 FRET inh: human SENP1 catalytic domain inhibitors, primary screen, biochemical, FRET, uHTS | actives 0.21% (n = 360,000) | Sentrin-specific protease 1 (Homo sapiens), Q9P0U3 | inhibition, % at 10 µM | recombinant SENP1 catalytic domain, CyPet-SUMO1-YPet FRET cleavage | AID 624204, 2012;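 active means inhibition at least 30% at 10 µM, raw YFP signal under a set limit, fluorescence ratio 0.5 to 1.5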;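 further: 0% = enzyme with DMSO and 100% = no enzyme wells; some results filed as inactive read as strong as hits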
Target sequence (Q9P0U3 419-644 limits assumed): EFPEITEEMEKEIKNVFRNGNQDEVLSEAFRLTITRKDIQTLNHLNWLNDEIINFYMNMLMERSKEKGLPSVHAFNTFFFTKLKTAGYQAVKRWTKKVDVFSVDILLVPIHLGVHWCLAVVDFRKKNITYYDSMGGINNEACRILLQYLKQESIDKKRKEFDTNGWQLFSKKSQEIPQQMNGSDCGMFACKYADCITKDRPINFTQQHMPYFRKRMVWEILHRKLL
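Test system: hSENP1 catalytic domain, recombinant; Amount: 20 pM final SENP1 enzyme; Medium: Tris pH 8 buffer plus EDTA, NaCl, BME, BSA, NP40, catalase; Schedule: 50 min enzyme reaction, room temperature, light-protected; Technique: FRET fluorescence in CFP and YFP emission channels; Controls: no-enzyme wells low, DMSO-plus-enzyme wells high control.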
PfG6PD inh: PfG6PD enzyme inhibitors, primary screen, biochemical, fluorescence intensity, uHTS; actives 0.78% (n = 350,000); glucose-6-phosphate dehydrogenase-6-phosphogluconolactonase (Plasmodium falciparum 3D7); PfGluPho enzyme, NADPH resazurin-diaphorase fluorescence; inhibition, % at 20 µM; AID 504690, 2011;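 active means inhibition reaching at least a set limit at 20 µM in the primary screen, cut at about 59% in these data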;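 further: 0% = DMSO wells with substrate and 100% = DMSO wells lacking glucose-6-phosphate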
SENP6 block: SENP6 protease inhibitors, primary screen, biochemical, luminescence, uHTS; Recombinant SENP6 catalytic domain, aminoluciferin luminescence; inhibition, % at 10 µM; actives 1.8% (n = 330,000);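 active means inhibition above about 50% at the single tested dose, limit read from the data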;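 further: plate controls were DMSO wells with enzyme for no effect and DMSO wells lacking enzyme for full effect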
SENP8 block-2: human SENP8 protease inhibitors, primary screen, biochemical, fluorescence, Nedd8 protein substrate, uHTS. recombinant SENP8. AID 602440, 2012. inhibition, % at 20 µM. Sentrin-specific protease 8 (Homo sapiens), Q96LD8. actives 0.64% (n = 360,000); in the data active means inhibition mostly above about 40%, no sharp cut-off; inactive means mostly below about 27%
beta cell repl: inducers of MIN6 beta-cell proliferation, primary screen, ATP luminescence, uHTS; MIN6 cells proliferation, ATPlite luminescence, 48 h; cells starved in 0.2% serum; 100% = growth in 10% serum; proliferation, % at 10 µM; actives 0.29% (n = 330,000); AID 2380, 2010;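 active means compounds whose signal lies at least 3.5 SD above the mean of all wells on their plate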;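 further: 0% = DMSO-treated cells in low-serum medium and 100% = 10% serum control; some compounds called inactive have numbers as strong as hits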
The depositor's hits bear a star; nt = not tested or not shown. This is a random part of the collection; 4% or so of the library scored in one or more.

The opening two entries, ahead of the listing:
molecule	SENP6 block	SENP1 FRET inh	beta cell repl	SENP8 block-1	UBC13 polyUb	HKDC1 inhibitor	SENP8 block-2	PfG6PD inh	SENP7 inh
COc1ccc(NC(=O)CSc2nccn2Cc2ccco2)cc1OC	-11.3	1.9	-1.1	0.0	-2.5	-6.7	4.5	-12.1	5.0
COc1ccc(NC(=O)CCS(=O)(=O)c2ccccc2)c(OC)c1	-20.9	0.5	1.0	-5.8	11.4	13.0	-4.9	-1.1	-4.5

All compounds of this part, from the first entry:
molecule	SENP6 block	SENP1 FRET inh	beta cell repl	SENP8 block-1	UBC13 polyUb	HKDC1 inhibitor	SENP8 block-2	PfG6PD inh	SENP7 inh
COc1ccc(NC(=O)CSc2nccn2Cc2ccco2)cc1OC	-11.3	1.9	-1.1	0.0	-2.5	-6.7	4.5	-12.1	5.0
COc1ccc(NC(=O)CCS(=O)(=O)c2ccccc2)c(OC)c1	-20.9	0.5	1.0	-5.8	11.4	13.0	-4.9	-1.1	-4.5
COCCn1cc(C(=S)N2CCCCC2)c2ccccc21	5.1	-1.2	-2.6	-5.3	-0.7	-6.8	12.1	-16.0	-6.5
CCOC(=O)C1CCN(C(=O)Cc2ccc(-c3ccccc3)cc2)CC1	-13.5	1.1	-1.6	-4.4	-6.6	-5.0	9.7	-9.5	-12.8
CN1CCN(S(=O)(=O)c2ccc(SCCOc3ccc(Cl)cc3)nc2)CC1	-15.7	2.3	-6.4	-13.9	31.2	-3.4	4.7	7.9	-6.4
Cc1ccc2[nH]c(=O)c(CN(Cc3ccco3)C(=O)N3CCOCC3)cc2c1	-3.7	1.1	-0.8	-6.1	-5.8	-2.1	-105.9	4.3	-2.8
O=C(COC(=O)C1COc2ccccc2O1)NC1CCCCC1 (stereo not drawn)	2.2	0.1	-2.2	5.1	-3.1	-5.3	1.3	4.2	-1.7
CCOc1ccc2nc(N(CCN(C)C)C(=O)c3ccc4ccccc4c3)sc2c1	0.6	-15.3	-0.9	-3.8	11.5	0.7	5.7	20.3	-1.3
FC(F)(F)c1ccccc1-n1c(-c2cnccn2)n[nH]c1=S	-9.2	-3.2	-1.8	-4.0	-3.6	-2.0	-12.0	28.7	-2.8
S=C(Nc1ccc(Br)cc1)N1CCn2cccc2C1c1cccnc1 (stereo not drawn)	nt	-3.7	nt	nt	nt	-0.3	21.0	1.8	nt
O=C(OCC(=O)N1CCCc2ccccc21)c1ccccc1OC(F)F	2.5	1.3	-2.2	10.6	7.8	-7.9	6.6	3.0	4.5
COc1ccc(N2C(=O)CC(NNc3nc4ccccc4s3)C2=O)cc1 (stereo not drawn)	-7.9	3.3	-2.7	-8.1	4.0	-1.7	17.2	-2.6	7.2
CC(C)c1ccc(/C=C(/C#N)c2nnc(NC(=O)c3ccccc3)s2)cc1	-9.6	-29.4	0.0	-7.1	-11.6	-4.8	-332.2	-7.4	-8.7
O=C(Nc1ccc(F)c([N+](=O)[O-])c1)C(=O)c1c(O)[nH]c2ccccc12	26.8	-0.8	-2.5	16.3	0.3	-3.9	3.5	-2.1	-1.1
Cc1cc(C)c2c(N)c(C(=O)N3CCc4ccccc4C3)sc2n1	-0.1	-12.8	-0.1	1.3	8.7	6.2	-235.0	14.7	5.3
O=C(CN(Cc1ccco1)C(=O)Cn1nnc(-c2ccc(F)cc2)n1)NC1CCCC1	-22.5	0.6	-1.4	-3.8	15.8	-3.7	6.7	-18.9	1.5
c1ccc2oc(NC3=NCN(C4CCCCC4)CN3)nc2c1	4.2	2.7	-1.6	-4.8	-7.5	-2.9	15.0	3.4	-10.6
CCc1ccccc1NC(=O)CCS(=O)(=O)c1ccc(Br)cc1	-3.4	0.9	-4.6	-8.1	-11.2	-2.3	13.3	5.2	-10.5
COc1ccc(CN2C(=O)c3cccnc3C2=O)cc1S(=O)(=O)N(C)c1ccc(C)cc1	-7.6	0.5	-2.4	-8.6	-6.9	4.0	17.5	-3.9	-12.0
Nc1nc(NCC2CCCO2)nc(Nc2ccccc2F)c1[N+](=O)[O-] (stereo not drawn)	-17.1	0.8	-2.9	-4.9	-9.4	-4.8	20.6	-14.8	-5.4
CC1CCc2nc(NC(=O)CN3CCN(c4ccccc4)CC3)sc2C1 (stereo not drawn)	-13.0	-0.6	-3.4	6.9	8.6	9.1	23.7	4.3	1.5
CCN(CC)S(=O)(=O)c1ccc(Cl)c(NC(=O)c2cc(Cl)ccc2Cl)c1	-48.8	2.9	0.0	-1.2	2.5	15.2	15.2	-9.9	0.4
CCOc1ccc(NC(=O)CNC(=O)Cc2ccccc2)cc1	-7.3	2.0	-3.1	2.2	-3.4	-2.2	9.0	-16.9	-3.6
Cc1[nH]c2ccccc2c1C(=O)COC(=O)c1cccc(S(=O)(=O)N2CCCCC2)c1	-15.2	0.5	0.0	-2.6	-7.0	-4.5	14.6	19.1	-7.1
O/N=C/c1ccc2ccccc2c1	17.5	-0.5	-1.7	0.1	8.7	-2.6	4.2	11.8	9.7
O=c1c2ccccc2nnn1Cc1ccccc1Cl	-4.4	0.5	2.8	4.8	-5.9	0.8	1.7	-15.9	9.0
CCCn1ncc(C(=O)NC2CCCN(Cc3ccc(Cl)cc3)C2)c1C (stereo not drawn)	12.7	-2.9	1.2	11.2	3.1	-0.2	-2.4	3.9	-11.7
COc1ccc(S(=O)(=O)CCC(=O)Nc2c(C)n(C)n(-c3ccccc3)c2=O)cc1	5.9	3.0	-0.4	1.5	-4.1	1.2	13.0	9.3	-7.6
CCn1c(-c2ccccc2)csc1=Nc1ccc(S(=O)(=O)O)cc1	-20.9	2.4	-1.7	-6.3	-22.0	-9.4	4.6	-7.8	-13.2
C=CCC[C@@H](Cc1ccc(F)cc1)C(=O)OC[C@@H](C)NC(=O)[C@H](CC=C)CC(=O)N(CCO)Cc1ccccc1	12.8	3.0	-4.6	1.9	11.3	1.2	-0.6	3.3	1.6
C=CCNC(=O)CSc1nc2ccccc2c(=O)n1CCc1ccc(OC)c(OC)c1	-13.5	-1.8	-0.1	3.7	7.1	0.3	10.7	-4.8	0.5
CCOC(=O)c1cnc2c(-c3ccc(F)cc3)cnn2c1C(F)(F)F	nt	-2.1	nt	nt	nt	-2.6	-438.8	-1.8	nt
COc1ccc(CCNC(=O)C2CCN(Cc3nc(-c4ccccc4C)oc3C)CC2)cc1OC	1.2	0.8	-1.7	4.5	9.5	-8.6	17.2	-4.6	6.1
N/C(=N\OC(=O)CCC1CCCCC1)c1ccccn1	87.4*	3.9	-2.6	70.6*	-3.3	-4.7	12.4	-9.8	82.0*
CCC(c1nnc(SCc2nc3ccccc3s2)n1Cc1ccccc1)N(C)C (stereo not drawn)	-11.0	-17.8	-2.7	0.7	-10.4	-2.2	-65.3	22.1	-9.4
CC(=O)c1ccc(N2CCCCC2)c(F)c1	-14.1	1.9	-1.5	3.9	-0.5	10.3	-0.2	-17.3	-2.0
O=C(Nc1ccc(S(=O)(=O)N2CCOCC2)cc1)c1ccc(Cl)cc1Cl	7.5	-0.4	1.2	-5.3	10.5	1.1	9.6	5.2	-4.7
CCNC(=O)c1cc(Cl)ccc1OC	-3.0	1.2	1.2	4.0	7.7	13.8	1.9	13.6	-1.3
CN(C)S(=O)(=O)c1cccc(NC(=O)c2ccc(OC(F)(F)F)cc2)c1	2.1	0.9	-1.6	1.8	15.0	0.5	5.1	19.2	4.7
CCC(CC)C(=O)Nc1cccc(C(=O)NC(C)(C)C)c1	4.1	0.2	-0.7	3.0	1.8	-1.5	16.6	9.2	3.0
COc1cccc(CN(C(=O)c2cc3ccccc3oc2=O)C2CCS(=O)(=O)C2)c1 (stereo not drawn)	-0.1	0.4	-6.0	9.8	-13.7	-5.2	-18.2	1.4	4.4
Cc1ccc(C)c(NC(=S)NCC(c2ccccc2)N(C)C)c1 (stereo not drawn)	6.1	1.2	-2.3	1.4	-7.8	-7.0	5.1	11.2	5.9
CCOC(=O)Cc1csc(Nc2ccc(Cl)cc2)n1	-2.3	1.1	-1.6	-4.9	3.5	-7.3	0.9	13.3	-0.2
O=C(c1ccco1)N1CCN(CCCCN2C(=O)c3ccccc3C2=O)CC1	-0.2	0.9	-1.1	-3.2	-1.8	-1.3	8.9	-1.0	15.4
CCOc1ccc(NC(=O)CN(C)C(=O)C(C)N2C(=O)c3ccccc3C2=O)cc1OCC (stereo not drawn)	-28.6	1.6	-4.1	-5.7	-12.2	-3.2	14.5	13.0	-7.3
COc1ccc(CC(=O)n2nc(-c3ccccc3)nc2NCc2ccco2)cc1	-3.7	-2.7	-1.0	0.6	1.9	1.3	1.0	1.5	0.4
C=CCn1c(SCc2c(C)noc2C)nnc1C1COc2ccccc2O1 (stereo not drawn)	7.1	2.5	-0.1	-5.4	1.9	-0.3	3.2	2.9	3.6
CN=c1scc(-c2ccccc2Br)n1/N=C/c1ccc[nH]1	9.4	nt	-5.7	22.3	-12.1	nt	nt	nt	0.8
Cc1cc2nc(C3CCCN(C(=O)NCc4ccccc4)C3)[nH]c2cc1C (stereo not drawn)	-0.2	0.5	-1.9	-6.6	-6.1	-2.1	4.1	-4.4	7.3
C#CCNC(=O)C1=C[C@H](C2CCCCC2)C[C@H](OCc2ccc(CO)cc2)O1	6.3	-0.7	4.0	5.7	0.7	2.1	14.6	-5.1	-10.3
CN(C)c1ccc(S(=O)(=O)NCC(=O)NCCOc2ccccc2F)cc1[N+](=O)[O-]	3.5	1.7	-2.4	1.9	-13.1	-3.9	21.4	-4.8	-10.2
CCOc1ccc(C(=O)CC(NCc2cccs2)C(=O)O)cc1 (stereo not drawn)	nt	-4.8	nt	nt	nt	9.8	11.0	-26.4	nt
Cc1ccc(C)c(C(=O)CSc2n[nH]c(C(C)C)n2)c1	-3.8	0.0	1.2	-2.7	1.2	6.2	22.6	32.1	1.5
Cc1cc2c(cc1S(=O)(=O)N1CCN(c3cccc(C(F)(F)F)c3)CC1)OCC(=O)N2	-3.9	-0.1	-2.7	-7.0	-4.2	-4.3	10.1	6.1	2.0
Cc1cc(C)c(NC(=O)c2cn3c4c(c(N5CCN(C)CC5)c(F)cc4c2=O)OCC3C)c(C)c1 (stereo not drawn)	-12.6	-5.5	0.0	-2.4	18.1	-7.1	-218.3	7.4	-6.0
Cn1c(=O)n(Cc2ccc(Cl)cc2)c2ccccc21	4.9	-1.8	-1.8	0.4	15.3	-6.3	17.6	0.9	2.6
